EPAC2 agonist = agonists of human EPAC2 (RAPGEF4). Q8WZA2. Potency, µM (series often up to 154 µM), inactives show at the top dose activation, hits mostly activators. actives 0.079% (n = 360,000). EPAC2 activation, biochemical qHTS; response scale: 100% = 6.5 mM cAMP response; also: potency is read from the fitted curve at half-maximal effect; nearly all actives have a fitted effect of over 50% in size
Target sequence (Q8WZA2 whole entry, looked up): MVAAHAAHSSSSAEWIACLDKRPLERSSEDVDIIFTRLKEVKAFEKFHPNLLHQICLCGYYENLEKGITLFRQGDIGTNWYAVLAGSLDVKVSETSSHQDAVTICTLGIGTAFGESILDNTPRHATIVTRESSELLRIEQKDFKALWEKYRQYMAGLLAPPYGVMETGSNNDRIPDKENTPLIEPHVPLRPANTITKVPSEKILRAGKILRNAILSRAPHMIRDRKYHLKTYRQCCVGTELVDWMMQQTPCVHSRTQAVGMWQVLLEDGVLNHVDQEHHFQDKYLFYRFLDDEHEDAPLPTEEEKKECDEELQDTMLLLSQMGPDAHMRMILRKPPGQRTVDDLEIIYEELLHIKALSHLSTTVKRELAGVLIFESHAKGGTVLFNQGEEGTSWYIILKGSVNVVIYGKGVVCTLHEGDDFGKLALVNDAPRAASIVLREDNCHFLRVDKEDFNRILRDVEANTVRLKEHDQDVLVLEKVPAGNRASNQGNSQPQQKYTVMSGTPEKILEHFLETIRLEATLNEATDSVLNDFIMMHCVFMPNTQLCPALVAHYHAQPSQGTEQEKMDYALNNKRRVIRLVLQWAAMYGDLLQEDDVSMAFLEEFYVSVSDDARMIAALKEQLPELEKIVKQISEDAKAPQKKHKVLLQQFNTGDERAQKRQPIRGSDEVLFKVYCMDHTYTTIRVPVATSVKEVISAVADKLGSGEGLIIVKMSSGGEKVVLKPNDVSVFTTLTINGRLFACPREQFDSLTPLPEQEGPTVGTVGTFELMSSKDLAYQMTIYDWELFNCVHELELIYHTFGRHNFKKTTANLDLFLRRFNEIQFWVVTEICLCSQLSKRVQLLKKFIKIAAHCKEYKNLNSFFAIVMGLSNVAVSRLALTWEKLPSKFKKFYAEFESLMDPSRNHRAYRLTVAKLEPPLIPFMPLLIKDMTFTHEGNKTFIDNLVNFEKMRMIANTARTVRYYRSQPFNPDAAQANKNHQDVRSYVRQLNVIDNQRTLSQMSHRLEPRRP
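Exchange assay: 100 nM EPAC2 with 250 nM Rap1B-BODIPY-GDP and 50 uM GDP. Fluorescence (ex 480/em 540 nm) read every 5 min for 30 min at room temperature. Data normalized to 6.5 mM cAMP as agonist control.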
TGFb SMAD3 inh = blocks TGF-b signaling; HepG2 CAGA-GFP TGF-b/SMAD3 reporter, GFP fluorescence, 18 h; TGF-beta stimulated, 500 pg/mL final; Potency, µM (highest dose often 46.1 µM), without a hit: at the highest dose activity, negative = inhibition, most hits filed as inhibitors; actives 1.2% (n = 410,000); AID 588855; also: potency is read from the fitted curve at half-maximal effect; % is scaled to controls: 0 for no effect and ±100 for the full control effect; nearly all actives have a fitted effect of over 65% in size
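Cell-based qHTS in HEPG2 carrying a CAGA-GFP Smad reporter; compounds added before 500 pg/mL final TGF-beta, 18 h incubation at 37 degrees C, GFP fluorescence quantified per cell by imaging cytometry.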
EPAC2 antag = antagonists of human EPAC2 | Potency, µM (series often up to 114 µM), for the others: top-dose activity, negative = inhibition, hits mostly inhibitors | Q8WZA2 | actives 0.18% (n = 360,000) | AID 720708 | EPAC2 GEF exchange of Rap1B-BODIPY-GDP, fluorescence; also: potency is read from the fitted curve at half-maximal effect; % is scaled to controls: 0 for no effect and ±100 for the full control effect; nearly all actives have a fitted effect of over 45% in size; many of its hits are not listed in these tables
Nrf2 activator = activators of Nrf2 (ARE) signaling | AREc32 ARE-luciferase reporter (MCF7-derived line), luminescence, 24 h | Potency, µM (series often up to 46.1 µM), without a hit: top-dose activation, actives largely listed as activators | actives 0.31% (n = 410,000) | AID 624171; also: potency is read from the fitted curve at half-maximal effect; % of control where 0% means no effect; nearly all actives have a fitted effect of over 65% in size
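Luminescent ARE reporter assay in AREc32_Fluc cells: overnight plating at 37 deg C, 24 hr compound incubation, Steady-Glo added, 30 min RT before reading.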
CCT modulator = cytosolic chaperonin activity modulation | purified chaperonin ATPase assay, HTRF ADP detection, 30 min | activity change, % (no concentration beside the values), hits read low | actives 0.3% (n = 360,000) | AID 651819; in the data active = activity change below about -30%; also: % is scaled to controls: 0 for no effect and ±100 for the full control effect
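Enzyme 40 or 20 nM (batch-dependent) in Tris pH 7.4/KCl/MgCl2/DTT; cpd 76 uM single point; ATP 10 uM; 30 min 37 °C; Transcreener ADP HTRF detection, 30 min RT; ratio 665/615.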
pAkt inh = inhibitors of Akt phosphorylation | Neuro2A IGF-stimulated pAkt S473 HTRF, 20 min; stronger effect = lower value | activity change, % for hits at 50 µM | actives 0.32% (n = 360,000); in the data active = activity change below about -80%; inconclusive = mostly about -51% to -80%; also: % is scaled to controls: 0 for no effect and ±100 for the full control effect
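Neuro2A cells in DMEM with 0.5% FBS, overnight at 37 deg C, given compound at single 50 µM final, then IGF (6 nM final) for 20 min at 37 deg C. Lysed; phospho-Akt Ser473 by HTRF after 24 h, 665/615 ratio.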
A549 tox = kills or reduces viability of A549 cells in Nrf2 counter-screen | A549 ARE-Fluc cells, CellTiter-Fluor viability, 18-24 h | Potency, µM (top dose mostly 46 µM), inactives show at the highest dose activity change, negative = cytotoxicity, actives largely listed as inhibitors | actives 0.16% (n = 390,000) | AID 504648; also: potency is read from the fitted curve at half-maximal effect; % is scaled to controls: 0 for no effect and ±100 for the full control effect
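Cytotoxicity counterscreen: CellTiter-Fluor fluorescence was measured in A549 ARE_Fluc cells after 18-24 h of compound exposure in a concentration series. The subsequent BugLite luminescent read reports ARE-luciferase activity.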
MmCpn inh = inhibitors of Methanococcus maripaludis chaperonin (MmCpn); Potency, µM (top dose mostly 76.9 µM), inactives show at the highest dose activity, negative = inhibition, most hits filed as inhibitors; actives 0.031% (n = 330,000); purified Mm-Cpn ATPase, ADP Transcreener TR-FRET; AID 504842; also: potency is read from the fitted curve at half-maximal effect; % is scaled to controls: 0 for no effect and ±100 for the full control effect; nearly all actives have a fitted effect of over 80% in size
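Quantitative HTS used 25 nM Mm-CPN and 10 uM ATP in magnesium/KCl Tris buffer, pH 7.4, with 1 mM DTT. Hydrolysis ran 30 min at 37°C; ADP was read by HTRF.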
Nrf2 inh = Nrf2 pathway inhibition. A549 ARE-Fluc reporter, luciferase luminescence, 18-24 h. Potency, µM (doses to about 46 µM), for the others: at the highest dose activity change, negative = inhibition, actives largely listed as inhibitors. actives 2.1% (n = 360,000); also: potency is read from the fitted curve at half-maximal effect; % is scaled to controls: 0 for no effect and ±100 for the full control effect; nearly all actives have a fitted effect of over 60% in size
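A549 ARE_Fluc cells, 5000/well, 5% FBS OPTI-MEM; compounds in dose-response, 18-24 h at 37 °C/5% CO2; CellTiter-Fluor viability read (Ex 405/Em 525), then BugLite luciferase luminescence = Nrf2 activity.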
* marks the source's active call; other numbers are inactive results; i = inactive; ? = inconclusive; . = no result given; & = joins results of further samples. Unless noted, calls follow the shape of the dose curve; as a rule, active = well fitted curve in the direction sought with a large enough effect; inconclusive = small, poorly fitted or top-dose-only effect, or another doubt; inactive = no such curve, though single readings can be large; an effect the other way counts as inactive or inconclusive. This is a subset; the hit share may differ from the screen's.

No.	structure	EPAC2 agonist	TGFb SMAD3 inh	EPAC2 antag	Nrf2 activator	CCT modulator	pAkt inh	A549 tox	MmCpn inh	Nrf2 inh
1	O=C(NCCOc1ccccc1)C(=O)c1c[nH]c2ccccc12	10%	4%	-15%	7.2%	-0.9	i	-2%	0%	1%
2	Cc1ccc(Cn2ccc(NC(=O)c3cc(C)on3)n2)cc1	4%	-3%	2%	3.5%	-1.3	i	1%	0%	24%
3	N#C/C(=C\c1cccc(Cl)c1)C(=O)c1ccccc1	4%	2%	1%	-0.7%	1.4	i	-2%	-5%	?
4	Cc1ccccc1C(=O)NC(CC(C)C)C(=O)NCC(C)(C)N1CCOCC1 (stereo not given)	1%	-4%	1%	0.8%	-1.1	i	9%	-4%	3%
5	CCN1C(=O)c2ccccc2S(=O)c2ccc(C(=O)N3CCN(c4cc(Cl)ccc4C)CC3)cc21 (stereo not given)	.	?	.	4.3%	.	.	-27%	.	?
6	O=C(CCc1c[nH]c2ccccc12)NCCc1ccc2c(c1)OCCO2	22%	-24%	-2%	0.2%	-3.8	i	2%	?	3%
7	O=C(CNC(=O)c1ccc(Cl)cc1Cl)NCC1CCCO1 (stereo not given)	-1%	0%	0%	1.6%	-4.3	i	2%	-6%	2%
8	O=S(=O)(NCc1csc(-c2cccnc2)n1)c1ccc2c(c1)OCCO2	4%	-11%	-4%	-1.2%	-3.4	i	0%	-3%	6%
9	COc1ccc(N2CC(C)Cn3c2nc2c3c(=O)n(CCN3CCOCC3)c(=O)n2C)cc1 (stereo not given)	-9%	15%	9%	0.3%	-1.1	i	-14%	0%	-13%
10	Cn1c(=O)c2c(SCC(=O)N3CCCCC3)nc(-c3ccccc3F)nc2n(C)c1=O	-4%	7%	-2%	0.3%	-3.8	i	4%	0%	18%
11	Cc1cnc(C(=O)OCC(=O)NC2CCCCCC2)cn1	1%	5%	9%	-0.1%	1.8	i	4%	3%	16%
12	FC(F)(F)c1nnc2ccc(NCc3cccnc3)nn12	-1%	-1%	14%	3.7%	-20	i	-9%	-1%	-34%
13	O=C(Nc1cc(-c2ccccc2)sc1C(=O)O)c1cccc(F)c1	-2%	?	?	12%&-0.2%	-0.1	i	2%&-3%	-5%	-14%&-5%
14	Cc1noc(C)c1CSc1nc2ccccc2[nH]1	9%	8%	-5%	3.4%	0.9	i	12%	0%	-6%
15	COc1ccc(C(C#N)N2CCCCCC2)cc1OC (stereo not given)	-2%	-1%	5%	0.2%	-1.6	i	-1%	0%	-7%
16	Cc1ccc(S(=O)(=O)NCCC(=O)NC2CCCCCC2)cc1C	1%	-8%	18%	-0.7%	0.4	i	-14%	1%	15%
17	O=C(CN1C(=O)COc2ccc(S(=O)(=O)N3CCCC3)cc21)N1CCN(c2cccc(C(F)(F)F)c2)CC1	.	-5%	.	0.2%	.	.	-1%	.	-19%
18	COc1ccc(C2CC(=O)C=C(NCc3ccc4c(c3)OCO4)C2)cc1 (stereo not given)	3%	10%	0%	2.3%	-0.7	i	10%	-1%	1%
19	Cc1cc(=O)n(CNC(=O)c2ccccc2)c(=S)[nH]1	6%	-6%	-3%	-0.1%	1.7	i	?	2%	?
20	COc1ccc(Cn2c(O)cc(=O)[nH]c2=O)cc1	1%	2%	9%	0.5%	-1.0	i	-2%	0%	5%

Record cards, from the list above. Order of values: EPAC2 agonist | TGFb SMAD3 inh | EPAC2 antag | Nrf2 activator | CCT modulator | pAkt inh | A549 tox | MmCpn inh | Nrf2 inh
Cc1ccc(S(=O)(=O)NCCC(=O)NC2CCCCCC2)cc1C across the screens: 1% | -8% | 18% | -0.7% | 0.4 | i | -14% | 1% | 15%
COc1ccc(Cn2c(O)cc(=O)[nH]c2=O)cc1 across the screens: 1% | 2% | 9% | 0.5% | -1.0 | i | -2% | 0% | 5%
O=C(CNC(=O)c1ccc(Cl)cc1Cl)NCC1CCCO1 (stereo not given) across the screens: -1% | 0% | 0% | 1.6% | -4.3 | i | 2% | -6% | 2%

The results go on.
No.	structure	EPAC2 agonist	TGFb SMAD3 inh	EPAC2 antag	Nrf2 activator	CCT modulator	pAkt inh	A549 tox	MmCpn inh	Nrf2 inh
21	CCOC(=O)c1sc(NC(=O)c2ccc3nc[nH]c3c2)nc1C	-1%	1%	5%	5.1%	-1.4	i	3%	-3%	0%
22	COc1ccc(NC(=O)CCCSc2nc(-c3ccco3)cc(C(F)(F)F)n2)cc1OC	11%	?	-4%	-0.4%&-1.2%	0.1	i	-17%&-25%	2%	21µM*
23	CC(=O)N1c2ccc(S(=O)(=O)N3CCCC(C(=O)Nc4ccc(F)cc4)C3)cc2CC1C (stereo not given)	9%	-16%	0%	2.0%	-1.8	i	-10%	1%	18µM*
24	CCOC(=O)c1cc(C)nc(N2CCCCC2)c1C#N	9%	-12%	-14%	1.0%	-2.6	i	-4%	0%	-12%
25	Cc1ccc(OCC(=O)NCc2n[nH]c(=O)c3ccccc23)cc1	-4%	-3%	2%	-0.3%	1.1	i	-1%	1%	?
26	CCn1c(Cn2nnc(-c3ccccc3)n2)nnc1SCC(=O)Nc1ccccc1	3%	2%	12%	-0.2%	1.0	i	0%	2%	-17%
27	O=C(CSc1nc2c(c(=O)[nH]1)CCCC2)Nc1cccc(O)c1	.	-1%	.	4.2%	.	.	-4%	.	?
28	Cc1ccc2cccnc2c1N	7%	12%	-2%	0.1%	-7.3	i	0%	3%	7%
29	N#Cc1ccc(NC2c3ccccc3CC2O)cc1 (stereo not given)	22%	-11%	-3%	0.9%	-2.5	i	-2%	.	-5%
30	CCOC(=O)c1sc(-c2cccs2)nc1C	5%	-10%	4%	?	-2.6	i	2%	1%	?
31	NC(=O)c1cc2cc(Cl)ccc2oc1=O	-5%	27%	12%	0.0%	0.3	i	2%	1%	5%
32	CCc1ccc(CN2CCN(S(=O)(=O)Cc3ccccc3)CC2)cc1	1%	5%	-1%	-0.1%	-3.6	i	6%	-2%	-2%
33	O=S(=O)(NCCOc1ccccc1F)c1cccc(Br)c1	15%	-11%	-14%	0.3%	-3.7	i	4%	-2%	-1%
34	O=C(O)c1ncn(Cc2ccccc2)c1C(=O)O	2%	-4%	16%	-0.4%	-0.6	.	-1%	-1%	.
35	COc1cc(C2c3c(oc4ccc(F)cc4c3=O)C(=O)N2Cc2ccc3c(c2)OCO3)ccc1O (stereo not given)	.	16%	.	-0.3%	.	.	0%	.	1%
36	CNc1nc(N(C)C)nc(N(C)C)n1	6%	-1%	3%	-0.1%	-2.1	i	-2%	2%	1%
37	Cc1nnc(SCC(=O)N2CCCC2)n(N)c1=O	4%	-27%	6%	0.1%	-0.8	i	4%	1%	-7%
38	C=C(C)[C@H]1CC=C(C)C(=O)C1	7%	4%	1%	-0.8%	-0.1	i	-9%	0%	8%
39	O=C(c1cc(-c2ccco2)on1)N1CCc2ccccc2C1	15%	2%	-2%	14µM*	-1.4	i	3%	-5%	?
40	COc1cc(NC(=S)NCCc2ccccc2)c(OC)cc1NC(=O)CC(C)C	0%	-8%	4%	1.1%	1.0	i	1%	-1%	-14%

Random excerpt: two records from the list
No.	structure	EPAC2 agonist	TGFb SMAD3 inh	EPAC2 antag	Nrf2 activator	CCT modulator	pAkt inh	A549 tox	MmCpn inh	Nrf2 inh
25	Cc1ccc(OCC(=O)NCc2n[nH]c(=O)c3ccccc23)cc1	-4%	-3%	2%	-0.3%	1.1	i	-1%	1%	?
24	CCOC(=O)c1cc(C)nc(N2CCCCC2)c1C#N	9%	-12%	-14%	1.0%	-2.6	i	-4%	0%	-12%

(cont.)
No.	structure	EPAC2 agonist	TGFb SMAD3 inh	EPAC2 antag	Nrf2 activator	CCT modulator	pAkt inh	A549 tox	MmCpn inh	Nrf2 inh
41	C/C(CC(C)C)=N\Oc1nc(C)cc(C)n1	6%	12%	-5%	-0.6%	-0.9	i	-5%	0%	8%
42	CCN(CC)CCCN1C=C2C(=O)C(C)(OC(=O)CCC(=O)OC)C(=O)C(Br)=C2C=C1c1ccc(OC)cc1 (stereo not given)	11%	-25%	9%	1.7%	-1.0	i	?	.	14%
43	O=c1c(-c2ccc(Br)cc2)[n+]([O-])c2ccccc2n1OCc1ccccn1	4%	9%	-8%	0.4%	0.0	i	-13%	-3%	-30%
44	N#Cc1cc(Oc2ccc3ccccc3c2)c(-n2nnc3ccccc32)cc1C#N	6%	25%	6%	0.3%	0.6	i	1%	-3%	-9%
45	C=CCn1cccc(C(=O)Nc2ccc(SC)cc2)c1=O	7%	5%	-17%	8.0%	-0.2	i	1%	2%	?
46	O=c1c2c(nc3n1CCCCC3)sc1c(O)cccc12	7%	7%	6%	15%	0.9	i	-8%	-5%	?
47	CCOc1ccc(NC(=O)CCN2CCN(c3ccccc3OC)CC2)cc1	4%	-2%	-2%	2.6%	-0.1	i	3%	-1%	.
48	CCCCCSc1nnc(-c2ccccc2N)c(=O)[nH]1	5%	-11%	8%	0.0%	-3.9	i	-7%	0%	12%
49	O=[N+]([O-])c1ccc(N/N=C/c2cccc(O)c2O)c(S(=O)(=O)N2CCOCC2)c1	7%	?	5%	1.5%	1.2	i	?	4%	-3%
50	CC(C)c1ccc(N(C(=O)c2snc(C(N)=O)c2N)C(C(=O)NCC2CCCO2)c2ccc(N(C)C)cc2)cc1 (stereo not given)	4%	?	-11%	-0.3%	-1.2	i	?	-12%	18µM*
51	CSc1ccc(-c2ccc3c(c2)c(Sc2ccccc2)c(-c2ccccc2)n3C)cc1	13%	.	4%	-0.3%	-2.9	i	.	.	.

Assay outcomes from PubChem BioAssay.
